Screening results: PubChem, several laboratories
PDI inh = inhibitors of human PDI, primary screen, biochemical, turbidity, single point, plate reader | Protein disulfide-isomerase (Homo sapiens), P07237 | PDI insulin aggregation turbidity, A650, 90 min | inhibition, % at 10 µM | 350,000 tested, 0.052% active;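 active = mean inhibition across replicates of 30% or more, whatever share of single replicates reach that level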;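 also: absorbance from insulin aggregation driven by PDI reduction with DTT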
MC4R antag cAMP = MC4R antagonists of cAMP signaling, primary screen, cell-based, TR-FRET, antagonist arm of biased-ligand search; Melanocortin receptor 4 (Homo sapiens), P32245; MC4R-expressing cells, MTII-stimulated cAMP, LANCE TR-FRET; inhibition, % at 6.5 µM; 360,000 tested, 0.48% active;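 active = inhibition above its plate's cutoff, the mean of tested wells on that plate plus 3 SD, cut at about 29% in these data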;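 also: 0% = Melanotan II alone and 100% = Melanotan II plus saturating MCL0020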
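Assay system: U2OS-MC4R stable cell line; Also added: Melanotan II; Technique: Eu-cAMP/anti-cAMP TR-FRET, emission 671 nm; Times: 30-min compound, 1-h challenge, 1-h detection, room temperature.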
N-glyco inh = increase of ERlucT glycosylation luciferase signal, primary screen, N-linked glycosylation inhibitor project, D54 ERlucT cells, luminescence, set 2; 360,000 tested, 0.23% active; reporter increase, % at 12.5 µM; AID 588692, 2011; D54 ERlucT glycosylation luciferase reporter, 24 h; percent of 100 nM tunicamycin response;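 active = mean luciferase reporter signal, scaled so untreated is 0 and the glycosylation-blocking control 100, at or above a set limit in every replicate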;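 also: luciferase carries N-glycosylation sites so blocking glycosylation raises the light; 0% = median of neutral control wells and 100% = median of 100 nM tunicamycin wells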
CaV13 ICDI inh = Primary screen for inhibitors of IQ motif and Ca2+-dependent inactivation inhibitor domain binding in CACNA1D, Förster resonance energy transfer in living cells, … | inhibition, % at 12.3 µM | 340,000 tested, 0.098% active | AID 743397 | HEK cells, CFP/YFP FRET ICDI-IQ, plate reader, 10 min; percent FRET-ratio fall versus neutral wells;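 active = mean replicate inhibition of at least 30% and at least 1% of replicates passing that level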;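 also: 0% = median of the neutral control wells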
ABHD5 PLIN5 PPI = ABHD5-PLIN5 interaction inhibitors, primary screen, cell lysate, split luciferase complementation, luminescence; Split G. princeps luciferase complementation, 4 h; inhibition, % at 4 µM; 360,000 tested, 0.78% active; AID 602281, 2012;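 active = inhibition above the mean inhibition across every tested compound plus 3 SD, cut at about 22% in these data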;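 also: 0% = DMSO only wells and the 100% control is not disclosed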
HTR2A ag = mouse Htr2a agonists via beta-arrestin recruitment, primary screen, cell-based, luminescence; activation, % at 7.6 µM; 360,000 tested, 0.66% active; 5-hydroxytryptamine receptor 2A (Mus musculus), P35363; CHO-K1 mHTR2A beta-arrestin complementation; percent of 30 µM serotonin response;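 active = activation above a run cutoff, the mean activation of all tested compounds plus 3 SD, cut at about 14% in these data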;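 also: 0% = plate median of compound wells and 100% = 30 µM serotonin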
Exocytosis inh = LAMP-1 surface exposure blockers, TALL-104 cells – cell-based, flow cytometry, MLPCN library, primary screen. TALL-104 LAMP-1 surface exposure; cells stimulated with thapsigargin and PMA. 360,000 tested, 0.66% active. inhibition, % at 10 µM;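 active = inhibition above about 55%, limit read from the data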
ABCB6 inh MLPCN = ABCB6 transporter inhibitors, primary screen, K562-ABCB6 cells, flow cytometry, MLPCN library; AID 602162, 2011; fluorescence ratio to DMSO, % at 10 µM; 360,000 tested, 0.19% active; ATP-binding cassette sub-family B member 6 (Homo sapiens), Q9NP58; K562-ABCB6 porphyrin accumulation, 1 h; hits give low values;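 active = fluorescence ratio to DMSO below 75%, the collection mean minus 3 SD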;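 also: signal is porphyrin accumulated inside mitochondria; 100% equals median channel fluorescence of DMSO control wells; lower ratio means ABCB6 inhibition with less porphyrin fluorescence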
Target sequence (Q9NP58 whole entry, looked up): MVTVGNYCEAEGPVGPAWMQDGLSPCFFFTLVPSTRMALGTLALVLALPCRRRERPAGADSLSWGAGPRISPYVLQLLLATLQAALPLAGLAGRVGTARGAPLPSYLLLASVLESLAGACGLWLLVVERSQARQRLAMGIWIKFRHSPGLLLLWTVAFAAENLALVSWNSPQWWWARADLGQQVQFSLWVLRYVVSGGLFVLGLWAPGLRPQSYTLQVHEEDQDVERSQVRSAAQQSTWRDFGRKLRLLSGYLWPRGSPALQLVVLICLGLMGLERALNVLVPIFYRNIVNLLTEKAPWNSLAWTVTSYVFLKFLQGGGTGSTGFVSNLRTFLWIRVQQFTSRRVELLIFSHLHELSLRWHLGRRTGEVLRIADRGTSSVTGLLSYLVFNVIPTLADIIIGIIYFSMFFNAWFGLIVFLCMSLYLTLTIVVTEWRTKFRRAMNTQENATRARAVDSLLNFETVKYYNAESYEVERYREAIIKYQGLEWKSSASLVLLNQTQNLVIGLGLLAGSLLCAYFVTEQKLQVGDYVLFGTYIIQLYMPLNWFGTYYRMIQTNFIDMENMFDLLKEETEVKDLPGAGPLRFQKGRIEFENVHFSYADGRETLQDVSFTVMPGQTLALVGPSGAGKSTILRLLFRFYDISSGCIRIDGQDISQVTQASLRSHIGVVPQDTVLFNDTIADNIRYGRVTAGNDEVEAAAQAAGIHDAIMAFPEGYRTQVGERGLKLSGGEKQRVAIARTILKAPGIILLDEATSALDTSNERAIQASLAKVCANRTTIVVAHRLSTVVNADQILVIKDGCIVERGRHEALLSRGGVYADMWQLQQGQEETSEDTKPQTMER
MC4R barr agon = MC4R agonists recruiting beta-arrestin, primary screen, cell-based, luminescence, agonist arm of biased-ligand search | 360,000 tested, 0.98% active | activation, % at 8.9 µM | U2OS MC4R beta-arrestin complementation; percent of melanotan II response, DMSO zero;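 active = activation above a per-plate cutoff, the mean activation of sample wells on that plate plus 3 SD, cut at about 8% in these data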
Cardio protect = cardioprotection against H2O2-induced cell death, primary screen, uHTS, H9c2 cells, ATPLite luminescence | H9c2 cardiomyocytes, H2O2 injury protection, 2 h | protection from H2O2 cell death, % at 20 µM | 360,000 tested, 0.63% active;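 active = compounds giving at least 50% protection of heart cells from peroxide-induced death in the single-dose screen, raw or plate-pattern-corrected value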;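 also: 0% = DMSO wells with peroxide and 100% = DMSO wells without peroxide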
The depositor's hits bear a star; nt = not tested or not shown.

Molecule	PDI inh	MC4R antag cAMP	N-glyco inh	CaV13 ICDI inh	ABHD5 PLIN5 PPI	HTR2A ag	Exocytosis inh	ABCB6 inh MLPCN	MC4R barr agon	Cardio protect
CC(C)Cc1nnc(NC(=O)C2CC(=O)N(c3ccc4c(c3)OCCO4)C2)s1 (centres undefined)	-1.7	6.4	-0.5	-4.3	11.2	-4.5	11.8	102.0	0.0	-0.3
CC(C)CN(C(=O)CSc1nnc(C2CC2)n1-c1ccccc1)C1CCS(=O)(=O)C1 (centres undefined)	-5.2	2.8	1.6	-6.4	-0.1	-0.2	-1.8	105.0	-0.5	3.3
CCN(CC)c1ccc(/C=N/n2c(C)cc(C)cc2=O)cc1	-1.9	7.1	0.7	-5.7	-4.8	-1.4	1.4	95.0	-3.2	4.1
CCn1c(SCC(=O)Nc2ccc(OC)cc2)nc2c(c1=O)SCC2	-2.5	4.1	3.9	-5.0	0.5	-1.6	0.5	99.0	-3.3	9.9
CC(C)(C)c1ccc(C(=O)Nc2cccc([N+](=O)[O-])c2)cc1	5.9	15.9	-6.0	-5.7	-10.2	-5.4	0.5	95.0	6.1	-9.6
C/C(=N\Nc1ccc(C)c(Cl)c1)c1cccnc1	-4.7	6.4	2.9	-4.2	6.2	3.4	4.4	101.0	0.8	-5.9
Cc1cccc(NC(=S)N2CCC(O)CC2)c1C	-6.6	11.4	1.7	-6.9	3.0	8.8	2.9	98.0	-3.5	9.6
Cc1ccc(Cc2cnc(N)s2)o1	0.2	12.5	-1.9	nt	11.7	-0.8	-3.3	103.0	0.1	-0.9
O=C(CCNC(=O)c1ccc(Br)cc1)Nc1ccc(S(=O)(=O)N2CCOCC2)cc1	5.9	7.3	0.7	-16.0	-2.2	3.1	-0.5	94.0	-3.7	0.8
CSc1ccccc1NC(=O)c1cnc2n(c1=O)CCS2	-1.6	5.5	4.2	-6.4	-4.1	-0.6	-3.5	96.0	0.8	4.6
CCCCOC(=O)Nc1ccc(OC)cc1S(=O)(=O)N1CCOCC1	2.3	15.3	-1.7	-4.5	1.3	0.9	-1.6	83.0	-0.6	9.5
O=C(O)CCCN1C(=O)NC2NC(=O)NC21 (centres undefined)	-1.5	4.7	-1.4	nt	2.0	3.2	6.2	99.0	1.7	16.9
O=C(COc1ccc(C(=S)N2CCOCC2)cc1)N1CCCC1	4.1	14.4	0.2	-5.6	-1.8	4.4	-2.0	97.0	0.8	-1.0
Cc1ccc(NS(=O)(=O)c2cn(C)cn2)cc1	1.1	-2.3	1.6	-0.7	-18.4	0.3	6.9	99.0	-0.9	2.2
COCCNC(=O)Cn1cnc2sc(C)c(S(=O)(=O)N3CCN(c4ccccc4OC)CC3)c2c1=O	-71.4	-4.4	-1.4	-4.8	6.3	-2.3	-6.8	94.0	0.4	3.4
COc1ccc(CNC(=O)CN2CCC(n3nnc4cc(F)ccc43)CC2)cc1	1.0	-1.5	-7.2	-2.9	4.7	-8.4	2.5	97.0	-0.8	10.1
O=C(CSc1nc2ccccc2[nH]1)Nc1ccc2c(c1)CCC2	6.4	-2.2	0.4	-16.4	-5.3	-4.9	0.7	100.0	-2.2	-3.9
CCOP(=O)(OCC)c1nc(-c2ccccc2Cl)oc1N1CCOCC1	11.5	-2.3	0.9	3.2	-2.7	-0.7	-1.1	100.0	-0.6	5.4
NNc1ccc(Cc2ccc(Cl)cc2Cl)nn1	-0.4	-4.1	-1.2	-4.3	-1.0	0.2	3.4	92.0	-1.1	45.7
CC1CCc2ccccc2N1CC(=O)Nc1cccc(S(=O)(=O)N2CCCC2)c1 (centres undefined)	9.2	19.4	-4.1	-6.0	2.0	-2.2	-3.7	90.0	0.7	-8.3

Next section, overlapping the part above by 2 compounds.
Molecule	PDI inh	MC4R antag cAMP	N-glyco inh	CaV13 ICDI inh	ABHD5 PLIN5 PPI	HTR2A ag	Exocytosis inh	ABCB6 inh MLPCN	MC4R barr agon	Cardio protect
NNc1ccc(Cc2ccc(Cl)cc2Cl)nn1	-0.4	-4.1	-1.2	-4.3	-1.0	0.2	3.4	92.0	-1.1	45.7
CC1CCc2ccccc2N1CC(=O)Nc1cccc(S(=O)(=O)N2CCCC2)c1 (centres undefined)	9.2	19.4	-4.1	-6.0	2.0	-2.2	-3.7	90.0	0.7	-8.3
CCOC(=O)C1=CC[C@]2(C)c3c(c4ccccc4n3C)C(=O)C1N2C	-32.7	1.5	0.9	-2.8	4.3	2.9	15.9	95.0	0.2	3.6
COc1cccc(-c2ccc3ncnc(N(C)Cc4ccco4)c3c2)c1	5.7	-2.6	-4.7	-7.5	3.9	-5.8	-1.6	89.0	1.7	-3.2
Cc1ccc(C(=O)c2cc([N+](=O)[O-])ccc2N2CCCCC2)cc1	-0.9	-21.4	-0.2	-5.0	-6.7	-5.6	12.7	93.0	-3.4	-7.3
COc1ccc(S(=O)(=O)N2CCOC2CNC(=O)C(=O)NCc2cccnc2)cc1C (centres undefined)	3.0	-7.8	2.4	-4.4	5.7	-0.7	-1.9	97.0	-0.2	0.1
CCOC(=O)c1ccc(N2C=C(C(=O)OC)C(c3cccc(O)c3)C(C(=O)OC)=C2)cc1	5.4	14.8	0.8	-16.9	-1.1	2.6	2.5	98.0	1.1	1.5
COC(=O)[C@@H](NC(=O)NC1CCCc2ccccc21)C(C)C (some centres undefined)	-5.2	2.2	-3.5	-5.8	-1.0	-1.9	0.1	99.0	-1.8	1.1
COCCCn1c(SCC(=O)c2c(N)n(C3CC3)c(=O)[nH]c2=O)nnc1-c1ccccc1Cl	-3.9	-1.5	1.8	-14.3	3.5	-3.7	13.5	98.0	-1.9	-4.3
COc1cc2nncc(SC)c2cc1OC	-17.1	-3.1	5.7	-10.4	2.1	-2.5	-0.7	96.0	-0.8	16.7
O=C(c1ccc(Br)cc1)N1CCCC1	-7.2	0.8	-0.5	nt	-0.8	0.8	-1.6	96.0	0.9	3.6
CCCCn1nnnc1C(CC)N1CCN(C/C=C/c2ccccc2)CC1 (centres undefined)	nt	nt	-1.8	nt	12.7	-0.9	15.8	96.0	nt	-2.3
CCn1cc(C(=O)NCCc2ccccc2)c(=O)c2cc(S(=O)(=O)N3CCCC3)ccc21	-1.9	1.4	-1.0	-5.6	-1.2	-13.2	-6.1	100.0	-2.7	-9.6
CC(C)NC(=O)c1nc2ccccc2s1	-7.1	18.3	-1.0	-3.4	-0.5	-2.5	-0.9	97.0	-2.1	-4.4
Cc1sc2ncnc(OCC(=O)N3CCN(S(=O)(=O)c4ccccc4)CC3)c2c1C	-3.9	-4.1	-0.5	-4.3	-2.4	-1.5	-3.3	102.0	-1.1	-4.2
O=C(NCC(c1cccs1)N1CCOCC1)c1cc(-c2ccccn2)nc2ccccc12 (centres undefined)	-1.3	7.8	0.9	5.6	2.0	-1.9	-2.7	88.0	0.3	11.4
Cn1nc(CC(=O)NC2CCCCC2)c2ccccc2c1=O	18.5	-2.9	0.0	nt	-4.7	3.0	1.5	96.0	-0.6	-4.1
CCOc1ccc(N(CC(=O)Nc2ccc(C)c(Cl)c2)S(C)(=O)=O)cc1	-8.4	-0.5	-4.0	-0.8	-9.8	-4.6	4.6	101.0	-0.4	-9.9
O=C(CCCc1ccccc1)c1ccc2c(c1)OCCO2	0.8	-1.7	-23.0	-7.5	-4.9	-6.0	0.0	100.0	4.4	-25.2
Cn1c2ccccc2c2nnc(SCC(=O)NCc3ccoc3)nc21	-8.3	11.9	-0.1	-2.2	9.3	-1.5	2.6	100.0	-1.9	-0.9
O=C(CSc1ncnc2c1cnn2-c1ccccc1Cl)N1CCN(C(=O)c2ccco2)CC1	4.3	11.0	-6.7	nt	1.5	1.6	3.2	100.0	-2.0	1.8
O=[N+]([O-])c1cc(-c2n(-c3ccccn3)c3ccccc3[n+]2-c2ccccn2)ccc1Cl	-3.6	3.4	0.0	-20.4	-2.3	-1.8	0.5	85.0	-2.0	2.2
COc1ccc(-c2cc3c(=O)n(CC(=O)NCCCN4CCC(Cc5ccccc5)CC4)ncn3n2)cc1	-7.1	-4.1	-15.8	-14.5	7.5	-11.0	13.2	101.0	-1.0	-16.3
OCC1(Cc2ccccc2)CCN(CCCC2CCCC2)CC1	-0.2	-7.9	1.5	-0.4	7.1	-1.6	-3.1	101.0	-0.8	-1.7
CCCCOc1ccc(OC(=O)Nc2cc(Cl)ccc2OC)cc1	-7.1	-2.2	-0.8	-4.5	-9.7	3.5	-8.1	94.0	4.0	1.2
O=C(CCn1c(=O)oc2ccccc21)N1CCN(C(c2ccccc2)c2ccccc2)CC1	-7.1	2.5	-5.3	nt	4.3	1.4	3.3	94.0	0.8	5.0
COc1ccc(C2/C=C\CN(CC3CC3)CC(=O)N2Cc2ccc(F)cc2)cc1 (centres undefined)	1.5	5.3	-1.6	-12.0	-6.6	-1.1	-1.2	99.0	1.4	-4.3

An unsorted share of the library, and some 4.2% of all compounds hit somewhere here.
